Source: PubChem (several laboratories)
Rac1 mut GTP: human Rac1 activated mutant GTP binding change. GST-Rac1 activated beads, fluorescent GTP binding, flow cytometry; actives lie on both sides; 100% means binding = to untreated wells. percent activity (GTP binding), % at 10 µM. P63000. 190,000 compounds, 0.11% hits;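 active = GTP binding at least 20 percentage points away from the 100% baseline, in either direction, so actives lie on both sides; inconclusive = Compound likely fluorescent itself, or too few beads counted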
Pf gametocyte: kills late stage P. falciparum gametocytes | P. falciparum stage V gametocytes, ATP luminescence, 24 h | inhibition, % at 10.9 µM | 150,000 compounds, 0.065% hits;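 active = inhibition above the mean plus 3 SD of compounds within the control limits, set per campaign, cut at about 38% in these data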;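 also: 0% = DMSO wells and 100% = medium only without gametocytes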
Rab2A wt mod: changes GTP binding to wildtype dog Rab2A, up or down; GTP binding activity, % at 10 µM; 190,000 compounds, 0.19% hits; P61105; GST-Rab2 wt beads, Bodipy-GTP binding, flow cytometry;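 active = GTP binding activity at least 20 points away from 100%, either lowered or raised; inconclusive = signal likely due to the compound's own green fluorescence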;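 also: 0% = beads with excess unlabeled GTP and 100% = no-compound control corrected for plate trend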
HRas wt GTP bind: modulators of GTP binding to human HRas wildtype. P01112. GST-Ras wt beads, Bodipy-FL-GTP binding, flow cytometry; actives lie on both sides. GTP binding activity, % at 10 µM. 190,000 compounds, 0.14% hits;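 active = GTP binding activity at least 20% away from the 100% baseline, either lowered as inhibitor or raised as activator; inconclusive = flagged as likely green fluorescent, judged across all proteins in the well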;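 also: 0% = unlabeled GTP competition control and 100% = no-compound control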
RGS8-Gao reg: regulators of human RGS8-Galphao interaction | 220,000 compounds, 0.34% hits | response (percent of control binding), % at 10 µM | multiplexed bead flow cytometry, RGS8-Galphao binding; actives lie on both sides; in the data active = response below about 60% or above about 140%; inactive = in between;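 also: Galphao activated as the GDP aluminium fluoride complex binding bead-coupled RGS8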
Target sequence (P09471 whole entry, looked up): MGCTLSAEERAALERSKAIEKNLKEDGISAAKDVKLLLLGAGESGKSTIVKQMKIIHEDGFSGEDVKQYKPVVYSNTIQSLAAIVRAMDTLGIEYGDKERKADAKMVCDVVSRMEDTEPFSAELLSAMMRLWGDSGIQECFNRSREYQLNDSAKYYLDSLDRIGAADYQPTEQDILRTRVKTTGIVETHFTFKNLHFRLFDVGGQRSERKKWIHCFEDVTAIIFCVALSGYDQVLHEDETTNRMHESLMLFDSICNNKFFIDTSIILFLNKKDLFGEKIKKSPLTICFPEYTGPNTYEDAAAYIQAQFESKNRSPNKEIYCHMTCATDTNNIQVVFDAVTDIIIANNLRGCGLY
Rac1 wt GTP bind: modulators of human Rac1 wildtype GTP binding | P63000 | GST-Rac1 beads, fluorescent GTP binding, flow cytometry; actives lie on both sides; 0 = cold GTP competed, 100 = untreated | GTP binding activity (% of control), % at 10 µM | 190,000 compounds, 0.27% hits | AID 757;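 active = GTP binding activity at least 20 points away from the 100% control level, either lower or higher; inconclusive = compound flagged as likely green fluorescent, judged across all proteins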
Cdc42 wt GTP: human Cdc42 wildtype GTP binding change, either direction; percent activity (GTP binding), % at 10 µM; 190,000 compounds, 0.2% hits; GST-Cdc42 beads, Bodipy-GTP binding, flow cytometry; actives lie on both sides; P60953;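 active = percent activity GTP binding at least 20 points away from the 100% baseline, either down as inhibitor or up as activator; inconclusive = compound flagged as likely green fluorescent from well-wide comparison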;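 also: median bead fluorescence of bound Bodipy-FL-GTP at 100 nM; 0% = excess unlabeled GTP control and 100% = no compound control; below 100% means less GTP binding so inhibitor and above means activator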
Target sequence (P60953 whole entry, looked up): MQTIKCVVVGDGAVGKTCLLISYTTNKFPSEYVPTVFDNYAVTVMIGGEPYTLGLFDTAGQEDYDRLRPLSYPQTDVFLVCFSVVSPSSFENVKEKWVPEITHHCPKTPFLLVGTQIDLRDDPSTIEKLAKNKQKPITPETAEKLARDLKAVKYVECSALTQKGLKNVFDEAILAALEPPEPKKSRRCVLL
Rab7 wt GTP bind: modulators of GTP binding to dog Rab7 wildtype GTPase. GST-Rab7 beads, fluorescent GTP binding, flow cytometry; actives lie on both sides; untreated = 100%, excess cold GTP = 0%. GTP binding activity (percent of control), % at 10 µM. 190,000 compounds, 0.055% hits;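 active = fluorescent GTP binding to Rab7 beads changed by at least 20 points from the 100% baseline, either direction, mostly lower; inconclusive = compound itself probably fluorescent, or too few beads counted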;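 also: median green fluorescence of bound Bodipy-FL-GTP per Rab7 bead population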
Mcl1-Noxa inh: disrupts binding of human Mcl-1 to Noxa peptide; Q07820; TR-FRET Mcl-1/Noxa peptide binding, 2 h; inhibition, % at 21.7 µM; 220,000 compounds, 1.5% hits; AID 1022;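 active = compounds that cut the protein-peptide binding signal by more than 50% relative to plate controls in a single-dose test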;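 also: His-tagged Mcl-1 with rhodamine Noxa BH3 peptide and terbium anti-His antibody; 0% = Mcl-1 plus Noxa peptide wells and 100% = peptide-only wells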
Target sequence (Q07820 whole entry, looked up): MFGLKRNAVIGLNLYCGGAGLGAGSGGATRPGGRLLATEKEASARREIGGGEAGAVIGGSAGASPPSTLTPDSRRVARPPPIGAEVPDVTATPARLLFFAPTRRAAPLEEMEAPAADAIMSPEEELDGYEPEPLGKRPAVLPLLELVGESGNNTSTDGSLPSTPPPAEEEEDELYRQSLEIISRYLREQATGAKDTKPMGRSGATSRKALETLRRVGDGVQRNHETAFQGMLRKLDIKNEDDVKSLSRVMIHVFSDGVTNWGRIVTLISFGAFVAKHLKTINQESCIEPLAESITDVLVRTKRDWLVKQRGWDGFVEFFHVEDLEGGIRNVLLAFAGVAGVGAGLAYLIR
Mcl1-Bid inh: disrupts binding of human Mcl-1 to Bid peptide | Q07820 | TR-FRET Mcl-1/Bid-Dy647 peptide binding, 1536-well | inhibition, % at 21.7 µM | 220,000 compounds, 0.97% hits;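 active = compounds that cut the binding signal by more than half at the single screening dose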;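 also: His-tagged Mcl-1 with europium anti-His antibody binding Bid BH3 peptide; 0% = Mcl-1 plus peptide wells and 100% = peptide-only wells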
Mcl-1 Bim block: inhibitors of Bim-Mcl-1 interaction, human; inhibition, % at 10 µM; Q07820; 190,000 compounds, 0.1% hits; Bead-based flow cytometry, Bim peptide-Mcl-1 binding; AID 1009; in the data active = inhibition above about 40%;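 also: 0% = no compound tracer wells and 100% = peptide blocker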
Starred values were filed as active, the others as inactive; ? = inconclusive; · = no result given.

Compound,Rac1 mut GTP,Pf gametocyte,Rab2A wt mod,HRas wt GTP bind,RGS8-Gao reg,Rac1 wt GTP bind,Cdc42 wt GTP,Rab7 wt GTP bind,Mcl1-Noxa inh,Mcl1-Bid inh,Mcl-1 Bim block
COc1cccc(C(=O)Nc2c(F)c(F)c(F)c(F)c2F)c1,97,10,99,101,101,103,100,102,-6,-22,1
CC1CC1C(=O)Nc1ccc(-c2ccccc2)cc1 (stereo not given),98,1,99,101,101,103,101,102,24,-21,-7
COc1cc2c(c(OC)c1)C(c1ccncc1)CC(=O)N2 (stereo not given),99,·,100,100,93,107,105,100,7,-1,-2
CCOC(=O)c1ccc[n+](CC(=O)Nc2cc(C(F)(F)F)ccc2Cl)c1,97,15,101,102,101,103,100,99,18,-7,0
CC(=O)c1c(N2CCCC2)nc(=S)n(-c2ccccc2)c1C,98,·,99,101,102,104,101,98,-4,-13,0
CC(C)(C)OC(=O)NCCc1nnc(S(=O)(=O)Cc2ccc(Cl)cc2Cl)o1,97,7,98,100,97,97,99,91,18,-48,-1
CCc1ccc(NC2=NC(C(=O)NC3CCCCC3)CC(=O)N2)cc1 (stereo not given),102,3,102,104,104,108,104,105,3,-3,-1
CC1Sc2ccc(Cl)cc2-c2nc(N)ncc21 (stereo not given),96,-6,98,93,88,96,97,94,6,-3,5
Cc1cc2ccccc2c(=O)n1CC(=O)NCC(=O)N1CCN(c2cccc(Cl)c2)CC1,100,-5,98,100,99,105,106,99,29,1,-4
c1ccc(CSc2ncnc3c2cnn3-c2ccccc2)cc1,97,16,100,101,102,104,102,101,4,-3,-5
CSC1=NCCN1S(=O)(=O)c1ccc(F)cc1,99,3,103,100,99,104,100,108,10,5,1
O=C(OCc1nc2ccccc2s1)c1cc2ccccc2oc1=O,92,-15,97,100,99,98,97,103,1,29,-7
COC(=O)C1CCN(C(=O)COC(=O)Cn2cnnn2)CC1,98,·,96,100,113,100,99,96,-3,2,-4
COc1cccc(-n2c(-c3ccco3)nc3nc4ccccc4nc32)c1,101,14,98,96,114,105,102,94,4,-3,0
COC(=O)c1nnn(-c2ccc(Cl)c(Cl)c2)c1C(=O)OC,95,7,95,96,96,99,95,100,19,15,-1
COc1cccc(-c2cc(C(F)(F)F)nc(N3CCOCC3)n2)c1,101,4,107,106,103,107,105,107,-15,-24,0
O=C(CN1C(=O)c2ccccc2C1=O)Nc1cccc(S(=O)(=O)Nc2ccccc2Cl)c1,91,18,86,88,99,80,87,86,-13,-14,5
CCOC(=O)c1ccc(N2C(=O)CC(N(C)Cc3ccccc3)C2=O)cc1 (stereo not given),100,·,102,102,102,108,105,103,9,-11,-5
CCOC(=O)c1cc(C(=O)OCC)c2cc(Br)ccc2n1,98,·,99,98,100,103,101,97,-21,0,-4
Cc1ccc(C(=O)N/N=C\c2c(C)nn(-c3ccccc3)c2Cl)cn1,?,·,?,?,102,?,?,?,27,10,-1
COc1ccc(CNC(=O)C(C)Sc2ccc(C)cc2)cc1 (stereo not given),97,2,100,100,100,101,94,105,17,-18,-1
c1ccc2cc3c(NCCN4CCOCC4)ccnc3cc2c1,102,-10,97,99,98,101,101,97,27,-19,-1
COC(=O)c1ccc(CNC(=O)COC(=O)CC23CC4CC(CC(Br)(C4)C2)C3)cc1,100,29,100,101,91,105,98,103,13,-7,-2
CC(CC(=O)NC1CCCC1)c1ccccc1 (stereo not given),98,16,101,101,102,99,100,98,17,-4,-2
O=C(CSc1nc2ccccc2s1)NNC(=O)Nc1ccc(Cl)c(Cl)c1,92,-7,95,97,104,94,95,98,20,4,0
CCCCNC(=O)n1c(SC)nc2ccccc21,99,·,98,100,102,99,99,99,19,9,-1
COc1ccccc1OCCCCCNCCO,97,-3,101,101,100,103,100,102,4,-14,-3
CC1(NC(=O)c2cc(S(=O)(=O)N3CCCCC3)ccc2Cl)CCS(=O)(=O)C1 (stereo not given),101,·,102,105,97,109,106,105,-3,-10,-1
O=C1CCCC(O)=C1Sc1ccccc1C(=O)O,97,·,95,97,101,101,96,97,-8,-67,1
COc1ccc(S(=O)(=O)Cc2ccc(C(=O)N3CCN(c4cccc(C)c4C)CC3)o2)cc1,?,·,?,?,102,?,?,?,16,-17,-3
CCCSC(=O)N(CC)CC(=O)Nc1c(CC)cccc1CC,98,·,100,101,102,97,99,94,-23,-4,-4
CC1CCCN(CC(=O)Nc2ccc(S(=O)(=O)N3CCCCC3)cc2)C1 (stereo not given),99,·,101,102,98,105,103,99,2,-6,-7
CCn1c(=O)c(C(=O)CN2CCN(S(=O)(=O)c3ccccc3)CC2)c(N)n(Cc2ccccc2)c1=O,96,-24,101,97,98,97,95,101,22,-49,0
CCN(Cc1ccccc1)c1ccc(/C=N/NS(=O)(=O)c2cccc([N+](=O)[O-])c2)cc1,100,·,103,105,101,104,101,111,13,-82,0
CCOc1ccc(NC(=O)N2CCN(c3nc4ccccc4s3)CC2)cc1,99,·,101,102,99,101,100,99,1,-26,2
COc1ccc2[nH]cc(C(=O)CN3CCCCC3C)c2c1 (stereo not given),98,·,95,96,100,99,99,92,-2,-13,0
Cc1ccc(OCCCC(=O)Nc2nncs2)cc1,102,-8,103,102,100,107,104,104,4,3,0
CCN(C(=O)C(C)Cl)c1ccccc1 (stereo not given),97,-21,99,100,100,102,96,102,-26,-25,0
COC(=O)c1sccc1NC(=O)Nc1cccc(C)c1,92,3,91,90,98,91,90,98,12,-2,-3
Oc1ccccc1-c1cc(-c2cccc(F)c2)n[nH]1,94,3,97,98,96,96,97,98,32,-2,-1
COc1ccc(CNC(=O)COC(=O)c2cc(-c3ccco3)nc3ccccc23)cc1,101,·,100,101,97,103,104,98,89*,9,-1
COc1ccc(-c2c(C)oc3cc(O)cc(O)c3c2=O)cc1OC,99,·,101,98,97,98,97,99,8,-24,2
CCCN(CCC)C1Sc2ccc(C(=O)OC)cc2NC1=O (stereo not given),98,4,105,104,108,103,104,103,0,-15,1
Cc1cc2cc(CNC(=S)Nc3ccc(OC(F)(F)F)cc3)ccc2n1C,95,·,96,95,90,99,98,100,-7,-19,-2
CC(C)(C)c1ccc(COc2ccsc2C(=O)O)cc1,88,-12,89,89,110,94,90,90,13,-4,1
Cc1nnsc1C(=O)N1CCCC(C(=O)c2ccc(C(F)(F)F)cc2)C1 (stereo not given),95,18,96,96,101,96,95,95,-2,-34,0
COc1cc(CNCc2ccncc2)cc(Br)c1OCc1ccccc1F,99,25,98,99,95,103,101,99,36,55*,0
Cc1ccc(Nc2nc(N)nc(CN3CCCCCC3)n2)cc1,94,·,91,94,104,92,95,93,·,-34,-3
Cc1nc(NCCN)c(C#N)c2c1COC(C)(C)C2,97,5,100,99,108,106,102,101,13,-5,-9
O=C(Cn1cnc2c(cnn2-c2ccc(F)cc2)c1=O)NCC1CCCO1 (stereo not given),99,·,97,99,103,101,105,96,6,-8,-2

Carrying on:
Compound,Rac1 mut GTP,Pf gametocyte,Rab2A wt mod,HRas wt GTP bind,RGS8-Gao reg,Rac1 wt GTP bind,Cdc42 wt GTP,Rab7 wt GTP bind,Mcl1-Noxa inh,Mcl1-Bid inh,Mcl-1 Bim block
O=C(Cc1ccccc1)Nc1cccc(-c2nnc(-c3ccco3)o2)c1,?,17,?,?,102,?,?,?,4,-31,-2
Cc1ccc(NC(=O)CSc2nc(N)c3c4c(sc3n2)CSC(C)(C)C4)cc1,100,11,99,99,101,102,97,98,-8,-15,-1
Cc1ccccc1OCc1nc(-c2ccc(-n3cccc3)cc2)no1,93,·,94,94,101,93,92,96,19,-24,-2
CCOCCCNCc1cccc(OC)c1,102,0,106,105,104,105,107,96,5,8,-4
CCC(Sc1nc(C)cc(C)n1)C(=O)Nc1ccc(Cl)cn1 (stereo not given),101,·,100,100,100,107,103,103,1,-5,-10
Cn1c(CNc2nc3ccccc3n2C)nc2ccccc21,96,·,95,96,133,97,96,99,-5,-30,-3
CC(C)C(C(=O)Nc1ccccc1)N1C(=O)c2ccccc2C1=O (stereo not given),99,·,104,106,99,109,106,104,9,0,-4
COc1cccc(C(=O)CSc2nc3cccnc3n2C)c1,101,-14,99,99,110,104,99,97,12,4,-5
CCCCOc1cccc(-c2nnc(N)s2)c1,94,·,95,99,100,95,101,94,15,-11,0
